# BRCA1 expr act: qHTS Assay to Identify Small Molecule Activators of BRCA1 Expression; MCF7-BRCA1-FFLuc reporter, luminescence, 48 h; response scale: scaled: vehicle 0%, 10 µM genistein 100%; actives 1.1% (n = 380,000); Potency, µM (highest dose often 46.1 µM), for the others: top-dose activation, most hits filed as activators; also: nearly all actives have a fitted effect of over 80% in size; some results filed as inactive show a strong effect at the top dose
#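 Cells: MCF7-BRCA1-FFLuc, 2000/well. Exposure: 48 h, 37 °C, 5% CO2. Read: luminescence, 15 min post-substrate. Controls: genistein 10 microM (maximal activation), DMSO (neutral).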
# Rab9 promoter act: qHTS Assay for Rab9 Promoter Activators; Huh7 Rab9 promoter-luciferase reporter, luminescence, 24 h; Potency, µM (top dose mostly 9.22 µM), inactives show at the top dose activation, negative = inhibition, usual class: activators; actives 2.8% (n = 320,000); also: % of control where 0% means no effect; nearly all actives have a fitted effect of over 60% in size
#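 Steps: seed 1500 Huh7 Rab9-luc cells per well, rest 2 h at 37 °C; add compound in DMSO; incubate 24 h; add luciferase reagent, 10 min ambient; read luminescence.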
# ELG1 genotoxic: qHTS screen for small molecules that induce genotoxicity in human embryonic kidney (HEK293T) cells expressing luciferase-tagged ELG1; HEK293T ELG1-luciferase reporter, luminescence, 16 h; Potency, µM (doses to about 46 µM), without a hit: top-dose activity change, positive = activation, most hits filed as activators; actives 1.3% (n = 330,000); also: % of control where 0% means no effect; nearly all actives have a fitted effect of over 60% in size
#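 After overnight (16 hr) compound treatment at 37 °C, ELG1-luciferase HEK293T cells were lysed with ONE-Glo; luminescence quantified 30 min later at room temperature.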
# NPC1 prom act: qHTS Assay for NPC1 Promoter Activators; Huh7 NPC1 promoter luciferase reporter, 24 h; Potency, µM (titrated, usually from 9.22 µM), without a hit: top-dose activation, hits mostly activators; actives 2.4% (n = 320,000); AID 485313, 2010;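 also: % of control where 0% means no effect; nearly all actives have a fitted effect of over 60% in size; reporter is driven by a mutant NPC1 promoter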
#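 Cells: Huh7 expressing luciferase under the NPC1 promoter, 1500/well. Seeded 2 h, compound added, incubated 24 h at 37 °C. Luciferase reagent, 10 min ambient, then luminescence.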
# p53 reactivator: qHTS assay for re-activators of p53 using a Luc reporter; H1299 p53-A138V BP100-luciferase reporter, luminescence, 24 h; Potency, µM (doses to about 92.2 µM), for the others: at the highest dose activity change, positive = activation, usual class: activators; actives 0.063% (n = 320,000); also: % of control where 0% means no effect; nearly all actives have a fitted effect of over 45% in size
#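 p53-null H1299 cells stably carrying temperature-sensitive p53-A138V and a BP100-luciferase reporter were pinned with compounds (4-point, 1:5 series) and held 24 hrs at 37 deg C. Luminescence was read 10 min after detection reagent.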
# MLL CXXC-DNA inh: qHTS Fluorescence Polarization Assay for Inhibitors of MLL CXXC domain - DNA interaction; actives 0.037% (n = 290,000); AID 2662, 2010; Potency, µM (top dose mostly 115 µM), without a hit: at the top dose activity change, negative = inhibition, most hits filed as inhibitors; MLL-CXXC / FITC-HOXA9 DNA fluorescence polarization; Histone-lysine N-methyltransferase 2A (Homo sapiens), Q03164; active = well fitted inhibition curve with a large enough effect in the polarisation, with a control signal flat, not every such curve was filed as active; inconclusive = small, poorly fitted or top-dose-only effect, or effect the other way, or a change in a side signal; inactive = no such curve, though single readings can be large or run the other way; the % refers to the polarisation
#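 Fluorescence polarization: 7 uM MLL-CXXC (stock) preincubated 5 min with compounds, then 50 nM fluorescein-HOX-A9 DNA (stock) added; 30 min ambient. Buffer 50 mM Tris-HCl pH 7.5, 50 mM NaCl, 1 mM DTT, 0.05% BSA.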
# uPA generation: qHTS for Inhibitors of Cell Surface uPA Generation; cell surface uPA generation assay, qHTS; Potency, µM (doses to about 38.3 µM), for inactives: top-dose activity change, negative = inhibition, most hits filed as inhibitors; actives 0.31% (n = 330,000); AID 540303, 2011; active = well fitted inhibition curve with a large enough effect; inconclusive = small, poorly fitted or top-dose-only effect; inactive = no such curve, though single readings can be large or run the other way; tested in mouse RAW 264.7 cells; also: % is scaled to controls: 0 for no effect and ±100 for the full control effect; nearly all actives have a fitted effect of over 55% in size
# FLuc counter: qHTS profiling assay for firefly luciferase inhibitor/activator using purifed enzyme and Km concentrations of substrates (counterscreen for miR-21 project); purified FLuc, Km substrates, luminescence inhibition; Potency, µM (top dose mostly 57.5 µM), for the others: at the highest dose activity change, negative = inhibition, most hits filed as inhibitors; actives 6.9% (n = 360,000); AID 588342, 2011;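 also: plate controls were vehicle for no effect and reference inhibitor for full effect; nearly all actives have a fitted effect of over 55% in size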
# Target sequence (P08659 whole entry, looked up): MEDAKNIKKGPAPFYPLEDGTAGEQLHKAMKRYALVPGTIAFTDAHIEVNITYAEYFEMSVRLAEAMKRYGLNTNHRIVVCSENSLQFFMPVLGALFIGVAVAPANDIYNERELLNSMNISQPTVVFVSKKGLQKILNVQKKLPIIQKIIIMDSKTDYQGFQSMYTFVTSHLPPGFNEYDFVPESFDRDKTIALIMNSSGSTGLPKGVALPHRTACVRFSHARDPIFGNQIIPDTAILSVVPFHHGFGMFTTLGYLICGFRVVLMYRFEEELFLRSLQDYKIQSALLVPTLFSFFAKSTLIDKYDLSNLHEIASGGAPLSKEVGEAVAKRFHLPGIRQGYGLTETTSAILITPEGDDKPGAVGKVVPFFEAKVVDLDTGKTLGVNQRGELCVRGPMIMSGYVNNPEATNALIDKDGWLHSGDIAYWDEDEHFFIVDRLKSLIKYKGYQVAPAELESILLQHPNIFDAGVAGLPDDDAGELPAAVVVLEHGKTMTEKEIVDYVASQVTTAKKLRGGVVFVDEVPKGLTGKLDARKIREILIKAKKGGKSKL
#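 Biochemical qHTS of compounds, final roughly 60 µM downward over six points, against 10 nM purified firefly luciferase using Km concentrations of substrates (10 uM D-luciferin, 10 uM ATP) in Tris acetate pH 7.5 buffer; luminescence output.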
# RORgamma inh: qHTS for inhibitors of ROR gamma transcriptional activity; Nuclear receptor ROR-gamma (Mus musculus), P51450; Drosophila S2 Gal4-RORgamma UAS-luciferase reporter, 20 h; Potency, µM (highest dose often 53.6 µM), for the others: at the highest dose activity change, negative = inhibition, most hits filed as inhibitors; actives 5.4% (n = 310,000); also: % is scaled to controls: 0 for no effect and ±100 for the full control effect; nearly all actives have a fitted effect of over 60% in size
#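 In this cell-based reporter format, copper sulfate (700 uM final) drives Gal4–ROR gamma fusion expression from a metallothionein promoter in Drosophila Schneider cells; compounds preincubated 1 hr, reporter read after 20 hr at ambient temperature.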
# VP16 counter: VP16 counterscreen qHTS for inhibitors of ROR gamma transcriptional activity; Potency, µM (highest dose often 53.6 µM), inactives show top-dose activity, negative = inhibition, most hits filed as inhibitors; Drosophila S2 Gal4-VP16 UAS-luciferase, luminescence, 20 h; AID 2546, 2010; actives 3.5% (n = 310,000);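 also: Gal4-VP16 expression switched on by copper sulfate through the metallothionein promoter; % is scaled to controls: 0 for no effect and ±100 for the full control effect; nearly all actives have a fitted effect of over 50% in size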
# MBNL1 CUG block: qHTS Assay for Inhibitors of MBNL1-poly(CUG) RNA binding | Muscleblind-like protein 1 (Homo sapiens), Q9NR56 | TR-FRET MBNL1-His/biotin-(CUG)12 binding, 665/545 ratio | Potency, µM (series often up to 57.5 µM), for inactives: top-dose activity change, negative = inhibition, usual class: inhibitors | actives 0.036% (n = 280,000) | AID 2675, 2010; active = well fitted inhibition curve with a large enough effect in the signal ratio, with a control signal flat, not every such curve was filed as active; inconclusive = small, poorly fitted or top-dose-only effect, or effect the other way, or a change in a side signal; inactive = no such curve, though single readings can be large or run the other way; the % refers to the signal ratio; also: % is scaled to controls: 0 for no effect and ±100 for the full control effect
# Target sequence (Q9NR56 whole entry, looked up): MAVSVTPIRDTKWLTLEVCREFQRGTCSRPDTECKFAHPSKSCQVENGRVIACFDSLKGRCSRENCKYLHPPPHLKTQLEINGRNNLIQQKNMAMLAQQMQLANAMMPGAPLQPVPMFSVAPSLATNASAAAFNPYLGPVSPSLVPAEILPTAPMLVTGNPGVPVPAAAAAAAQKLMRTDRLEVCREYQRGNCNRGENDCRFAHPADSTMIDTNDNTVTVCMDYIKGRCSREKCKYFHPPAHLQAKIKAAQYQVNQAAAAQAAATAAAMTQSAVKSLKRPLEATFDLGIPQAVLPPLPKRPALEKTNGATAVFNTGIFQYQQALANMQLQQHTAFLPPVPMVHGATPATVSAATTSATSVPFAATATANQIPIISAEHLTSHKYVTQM
#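 MBNL1-His + Biotin-(CUG)12, cpd titration 92 nM–58 uM; Tb anti-His Ab 0.055 ng/ul, SA-XL665 5 nM (final); 60 min RT; ratiometric 665/545 nm, Ex 340 nm; normalized to buffer and full-complex controls.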
# Starred values were filed as active, the others as inactive; ? = inconclusive; nt = not tested or not shown; & = joins results of further samples; [ ] = remark or other dose. Unless noted, calls follow the shape of the dose curve; as a rule, active = well fitted curve in the direction sought with a large enough effect; inconclusive = small, poorly fitted or top-dose-only effect, or another doubt; inactive = no such curve, though single readings can be large; an effect the other way counts as inactive or inconclusive. Potency is read from the fitted curve at half-maximal effect. This is a subset; count on the stated rates, not on these rows.
SMILES,BRCA1 expr act,Rab9 promoter act,ELG1 genotoxic,NPC1 prom act,p53 reactivator,MLL CXXC-DNA inh,uPA generation,FLuc counter,RORgamma inh,VP16 counter,MBNL1 CUG block
O=C(c1ccc(S(=O)(=O)N2CCOCC2)cc1)N(c1cccc(Cl)c1)C1C=CS(=O)(=O)C1 (stereo not drawn),-16%,-9%,2%,-5%,2%,19%,0%,-1%,4%,-14%,-7%
Cc1ccc(C(=O)NCC(=O)NC2CCC(C)CC2)s1 (stereo not drawn),90%,2%,6%,0%,17%,nt,5%,2%,nt,nt,nt
COc1ccc(N2C(=O)NC3CC2(C)Oc2ccccc23)cc1 (stereo not drawn),-3%,-5%,0%,-3%,3%,9%,0%,6%,12%,2%,-2%
CC(=O)CSc1nnc(-c2ccc(S(=O)(=O)N3CCOCC3)cc2)n1C,4%,-4%,-8%,1%,-1%,11%,3%,-2%,-5%,2%,-1%
O=C(CSc1nc2ccccc2s1)NNC(=S)Nc1ccc(Cl)cc1,-11%,-2%,-1%,-1%,-6%,10%,0%,-1%,5µM*,8.9µM*,20%
CCOc1ccc(S(=O)(=O)Nc2ccc(C(=O)N3CCCC3)cc2)cc1,0%,7%,2%,-3%,-16%,-2%,0%,1%,-19%,-5%,0%
COC(=O)c1cn(C(=O)c2cccc(C)c2)c2ccccc12,-7%,-5%,0%,0%,-1%,70%[activator],3%,-6%,-29%,-11%,-6%
O=C(Nc1ccccc1C(F)(F)F)N1CCCCCC1,1%,2%,10%,9%,7%,-3%,-1%,-8%,24%,19%,6%
O=C(/C=C/c1cccc(F)c1)c1ccc(N2CCOCC2)cc1,22%,?,?,?,?,-2%,0%,1.1µM*,?,22µM*,0%
COc1ccc(C)cc1NC(=O)Cn1cnnn1,7%,-2%,1%,-4%,3%,2%,5%,1%,2%,-7%,-4%
Cc1cc(C(=O)NNC(=O)c2cccc(C(F)(F)F)c2)no1,1%,-6%,-6%,0%,-2%,-5%,-9%,1%,-4%,1%,nt
Cc1ccc(CNC(=O)c2cn(C)c3ccc(S(=O)(=O)N4CCOCC4)cc3c2=O)cc1,-7%,3%,0%,-7%,-7%,5%,4%,-3%&1%,31%,-6%,1%
C/C(=N\NC(=O)c1ccccn1)c1ccc(Cl)cc1,?,0.56µM*,?,0.79µM*,3%,-11%,-11%,2.4µM*,?,-29%,9%
CC(C)(C)c1ccc(-n2ncc3c2CCCC3NC(=O)CCN2CCCC2=O)cc1 (stereo not drawn),-22%,-31%[inhibitor],-7%,-31%[inhibitor],-7%,20%,3%,-5%,3.5µM*,0.89µM*,6%
CCOc1ccc(N=C(NC#N)SCC)cc1,3%,-2%,-2%,-1%,4%,3%,nt,-14%,?,18%,5%
COc1cc2c(C(=O)N3CCN(c4ccccc4C)CC3)c(C)oc2cc1Br,-10%,-1%,0%,-2%,-23%,-1%,-2%,-1%,3%,-3%,9%
C=C(C)[C@@H]1CC=C(C(=O)O)CC1,-15%,0%,-2%,-3%,2%,-2%,-12%,-1%,-22%,1%,-15%
CC(C)C(=O)Nc1c(-c2ccccc2F)c(=O)c2ccccc2n1C,7%,3%,-8%,3%,5%,4%,-3%,-3%,38%,8%,-9%
CC1CCc2c(sc(NC(=O)Cn3cnc([N+](=O)[O-])n3)c2C(N)=O)C1 (stereo not drawn),11%,-6%,-6%,-6%,-2%,12%,25%,0%,23%,-17%,12%
CCOC(=O)C1CCCN(c2ncnc3c2cnn3-c2ccc(Cl)cc2)C1 (stereo not drawn),5%,?,6%,?,-9%,-3%,nt,12µM*,12%,-17%,-7%
COc1ccc2c(c1)cc1n2CCN=C1NCCO,9%,-4%,-3%,2%,-3%,29%,0%,-1%,0%,0%,21%
CCN1C(=S)N[C@@H](c2cccc(C(F)(F)F)c2)C(C(=O)OC)=C1C,nt,0%,nt,0%,nt,?,nt,1%,-38%,-28%,1%
O=C(c1ccco1)N1CCC(N2CCN(c3ccccc3)CC2)CC1,-7%,-3%,2%,-4%,-4%,1%,6%,-1%,11%,5%,-9%
O=C(Nc1ccsn1)c1ccc(Cl)cc1Cl,2.5µM*,?,?,3.2µM*,5%,-12%,-28%,?,-17%,-14%,-11%
O=C(NCCc1cccnc1)C1CCC(=O)N(Cc2ccc(Cl)cc2)C1 (stereo not drawn),-20%,-2%,3%,1%,nt,-2%,4%,-2%,-13%,1%,3%
CC(C)(C)NC(=O)Nc1ccc2nccnc2c1,86%,3.5µM*,?,3.5µM*,?,-7%,-2%,24µM*,-15%,-9%,?
Cc1cc2cc(CNC(=O)C3CCCC3)ccc2n1C,12%,10%,10%,6%,4%,8%,-13%,?,0%,5%,?
Cc1ccc(N(CN2CCCC2=O)C(=O)c2ccccc2)cc1,-7%,1%,-1%,-7%,-1%,-18%,0%,-1%,11%,4%,-5%
Cc1ccc2c(c1)N(CC(=O)OCC(=O)NCc1ccccc1)C(=O)CO2,-11%,-10%,1%,-11%,15%,-3%,-16%,-2%,5%,-5%,12%
O=C(OCC(=O)N1CCCC1=O)c1ncc(Cl)c(Cl)c1Cl,29%,-5%,-2%,-2%,5%,nt,-1%,-2%,nt,nt,nt
CC1CCCC(NC(=O)CN2CCN(S(=O)(=O)c3cccs3)CC2)C1C (stereo not drawn),4%,0%,0%,0%,3%,nt,0%,nt,nt,nt,nt
Cc1nnc(-c2cnn(-c3ccccc3)c2N)n1Cc1ccccc1,-1%,0%,0%,-4%,-6%,2%,0%,-7%,-15%,-15%,7%
CC(=O)Nc1ccc(S(=O)(=O)Nc2cc(C)cn(Cc3ccc(C)cc3)c2=O)cc1,-35%,0%,3%,1%,4%,54%[activator],-3%,-10%,0%,?,-3%
Brc1ccc(CSc2ccc(-c3ccco3)nn2)cc1,?,?,9%,29%,11%,-7%,-3%,-19%,8%,13%,89%[activator]
O=C1C2C3C=CC(C4CC34)C2C(=O)N1/N=C/c1ccc([N+](=O)[O-])o1 (stereo not drawn),-101%[inhibitor],-14%,?,-24%,?,-1%,-11%,-1%,13µM*,10µM*,?
COc1ccc(/C=C(/NC(=O)c2ccccc2)C(=O)NC2CCS(=O)(=O)C2)cc1 (stereo not drawn),-1%,-2%,2%,-2%,-4%,8%,5%,2%,-19%,-1%,-7%
CCCN(CCC)C(=O)Cn1c2ccccc2c2nc(=O)cc(C)n21,0%,2%,-2%,-3%,0%,-3%,-3%,1%,-17%,0%,11%
CC(=O)N1CCc2cc(Br)cc(S(=O)(=O)NCC3CCCO3)c21 (stereo not drawn),4%,-12%,0%,4%,-1%,5%,7%,-1%,-22%,-1%,1%
CC(=O)N1N=C(N)SC1(C)C,-5%,-11%,2%,-2%,-4%,10%,-1%,0%,-1%,-5%,-7%
CCN(CC)S(=O)(=O)c1cc(NS(=O)(=O)c2ccccc2)ccc1C,-9%,2%,-6%,0%,-4%,-3%,10%,-2%,-8%[10 µM],0%,nt
O=C(NNC(=S)NC(=O)c1ccc(Br)cc1)c1ccc([N+](=O)[O-])cc1,-27%,10%,-8%,-1%,2%,?,-15%,1%,11µM*,?,23%
O=C(Nc1ccc(-c2noc(CCc3ccccc3)n2)cc1)c1ccco1,?,1.1µM*,?,1.3µM*,?,-3%,-4%,4.3µM*,87%,-17%,3%
Cc1ccnc(SCC(=O)N2CCc3ccccc3C2)n1,13%,2%,-11%,-4%,-1%,-8%,3%,5%,7%,4%,6%
CCOc1cccc(/C=N/NC(=O)c2cc(-c3cccn3C)n[nH]2)c1O,-33%,-52%[inhibitor],?,-35%[inhibitor],?,23%,-3%,15µM*,2.8µM*,5µM*,2%

# As a working copy, some entries already given.
SMILES,BRCA1 expr act,Rab9 promoter act,ELG1 genotoxic,NPC1 prom act,p53 reactivator,MLL CXXC-DNA inh,uPA generation,FLuc counter,RORgamma inh,VP16 counter,MBNL1 CUG block
Cc1ccnc(SCC(=O)N2CCc3ccccc3C2)n1,13%,2%,-11%,-4%,-1%,-8%,3%,5%,7%,4%,6%
CCOc1cccc(/C=N/NC(=O)c2cc(-c3cccn3C)n[nH]2)c1O,-33%,-52%[inhibitor],?,-35%[inhibitor],?,23%,-3%,15µM*,2.8µM*,5µM*,2%
